Casp6 inh: human caspase-6 inhibitors, primary screen, biochemical, VEID-R110 fluorescence, single point, set 2; purified caspase-6, Z-VEID-R110 cleavage fluorescence; inhibition, % at 12.5 µM; actives 0.53% (n = 350,000); AID 686996, 2013;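 active = mean inhibition across replicates at least about 35%, with every replicate also reaching that limit, limit read from the data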;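 note: 0% = median of neutral control wells and 100% = no fluorescence left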
Target sequence (P55212 24-179 limits assumed): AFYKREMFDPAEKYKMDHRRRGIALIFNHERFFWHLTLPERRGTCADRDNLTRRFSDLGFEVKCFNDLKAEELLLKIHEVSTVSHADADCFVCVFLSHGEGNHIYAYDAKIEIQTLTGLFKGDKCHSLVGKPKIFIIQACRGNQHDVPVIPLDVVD
Target sequence (P55212 194-293 limits assumed): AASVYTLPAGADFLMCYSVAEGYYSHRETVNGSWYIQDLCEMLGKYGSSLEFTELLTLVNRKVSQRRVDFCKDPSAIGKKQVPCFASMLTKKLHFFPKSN
RAD54 branch: inhibitors of human RAD54 branch migration, primary screen, biochemical, fluorescence, single point. actives 0.14% (n = 360,000). RAD54 Holliday junction branch migration, FAM/BHQ fluorescence. inhibition, % at 10.4 µM. AID 602329, 2012. DNA repair and recombination protein RAD54-like (Homo sapiens), Q92698;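 active = mean normalized replicate activity at least 40 and at least half of replicates scoring 40 or more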;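 note: 0% = median of neutral control wells and 100% = median of positive control wells; inhibitors cause a drop in the FAM fluorescence signal; in these data hits start at about 50%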
Target sequence (Q92698 whole entry, looked up): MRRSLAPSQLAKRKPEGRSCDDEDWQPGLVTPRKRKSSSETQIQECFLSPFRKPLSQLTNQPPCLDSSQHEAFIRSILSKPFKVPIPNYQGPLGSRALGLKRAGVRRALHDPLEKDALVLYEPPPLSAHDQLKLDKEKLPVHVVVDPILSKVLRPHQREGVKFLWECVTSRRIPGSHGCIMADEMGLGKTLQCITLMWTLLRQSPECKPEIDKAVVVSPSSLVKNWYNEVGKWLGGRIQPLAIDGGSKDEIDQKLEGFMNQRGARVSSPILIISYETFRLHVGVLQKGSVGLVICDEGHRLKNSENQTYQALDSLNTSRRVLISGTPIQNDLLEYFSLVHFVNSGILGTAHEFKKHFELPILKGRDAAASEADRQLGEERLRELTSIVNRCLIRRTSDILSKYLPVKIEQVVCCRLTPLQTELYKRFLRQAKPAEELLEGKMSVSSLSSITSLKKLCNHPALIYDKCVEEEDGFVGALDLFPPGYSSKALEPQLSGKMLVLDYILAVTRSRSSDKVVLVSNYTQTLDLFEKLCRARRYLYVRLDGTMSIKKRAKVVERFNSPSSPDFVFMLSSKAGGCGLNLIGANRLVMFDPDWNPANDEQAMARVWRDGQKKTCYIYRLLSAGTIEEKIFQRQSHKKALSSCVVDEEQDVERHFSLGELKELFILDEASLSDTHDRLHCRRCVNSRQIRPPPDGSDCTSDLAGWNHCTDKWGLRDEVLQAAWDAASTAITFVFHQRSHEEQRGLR
ARNT TACC3 PPI: disruptors of ARNT/TACC3 protein interaction, primary screen, biochemical, AlphaScreen, single concentration | Transforming acidic coiled-coil-containing protein 3 (Homo sapiens), Q9Y6A5 | AlphaScreen His-ARNT PAS-B/GST-TACC3 binding, luminescence; TACC3 fragment carries E629A point mutation | inhibition, % at 9.99 µM | actives 0.66% (n = 390,000) | AID 623870, 2012;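 active = mean inhibition of replicates at least 50% and at least half of replicates each reaching 50%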;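 note: 0% = complete ARNT plus TACC3 wells and 100% = ARNT alone without TACC3; many hits fall short of the cut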
ERp5 block: inhibitors of ERp5-driven insulin aggregation, primary screen, biochemical, turbidity, absorbance 650 nm, single point. Protein disulfide-isomerase A6 (Homo sapiens), Q15084. 90 min. inhibition, % at 9.99 µM. actives 0.05% (n = 350,000). AID 651711, 2012;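 active = mean replicate inhibition above about 25%, with every replicate also reaching it, limit read from the data, passing the limit was not always enough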
RAD52 anneal inh: RAD52 DNA annealing inhibitors, primary screen, biochemical, FRET, single point, set 2 | actives 0.46% (n = 360,000) | DNA repair protein RAD52 homolog (Homo sapiens), P43351 | AID 651710, 2012 | inhibition, % at 18.7 µM | recombinant RAD52 DNA annealing, FRET fluorescence;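 active = every replicate showing at least 50% inhibition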
esBAF inh: Bmi1 luciferase reporter increase in mESCs, primary screen, esBAF inhibitor project, mouse ES cells, Bmi1 luciferase knock-in, single point; 24 h; 100% = twice the neutral-well signal; reporter increase, % at 12.5 µM; actives 2% (n = 350,000); in the data active = activation above about 40%;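 note: 0% = median of the plate's neutral control wells and 100% = double that signal; a rise in the Bmi1 reporter signal indicates esBAF inhibition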
PglD DTNB: C. jejuni PglD acetyltransferase inhibitors, primary screen, biochemical, DTNB colorimetric, single point; UDP-N-acetylbacillosamine N-acetyltransferase PglD (Campylobacter jejuni); purified PglD enzyme, DTNB colorimetric CoA detection; inhibition, % at 12.5 µM; actives 0.098% (n = 360,000); AID 602405, 2012; in the data active = inhibition above about 16%, passing the limit was not always enough; note: strong numbers were not always called active
E-selectin induc: E-selectin induction in HUVECs, primary screen, imaging, HUVEC, immunofluorescence imaging, single point. P16581. normalized: neutral wells 0, TNF-alpha wells 100. activation, % at 7.58 µM. actives 0.37% (n = 260,000);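 active = mean E-selectin-positive cell signal at least 10% of the positive control, reached in at least 60% of replicates, without over 20% cell loss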;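 note: in these data hits start at about 27%; measured in HUVEC primary endothelial cells; signal is the percent of cells scored E-selectin positive by PE staining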
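Test system: HUVEC; input: 3,000 HUVEC/well; measured by: immunofluorescence imaging; read-out: % PE-positive cells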
Starred values were filed as active, the others as inactive; x = no result given. Outcome played no part in choosing rows. Share with any hit: about 3.2%.

SMILES	Casp6 inh	RAD54 branch	ARNT TACC3 PPI	ERp5 block	RAD52 anneal inh	esBAF inh	PglD DTNB	E-selectin induc
CCCCn1c(N)c(N(CCOC)C(=O)c2cc3c(s2)CCC(C)C3)c(=O)[nH]c1=O (centres undefined)	2	x	3	-5	-19	12	x	-1.9
COc1cc(NC(=O)c2ccccc2[N+](=O)[O-])ccc1NC(=O)C(C)C	-1	8	x	-1	-15	x	-11	1.7
COc1cccc(NC(=O)N2CCCC2C(=O)NC(C)C)c1 (centres undefined)	x	-3	-7	x	x	2	5	x
Cc1cc(S(=O)(=O)n2[nH]c(=O)c(CCO)c2C)c(Cl)cc1Cl	2	3	-5	3	-5	-1	2	0.2
Cc1ccc(S(=O)(=O)Nc2ccc3c(c2)C(=O)N([C@H](C)CO)C[C@@H](C)[C@@H](CN(C)C(=O)Nc2ccccc2)OCCCC[C@H](C)O3)cc1	0	-9	2	0	-42	2	-4	-0.4
O=C(CSc1ncnc2sc(-c3ccccc3)cc12)NC1CCS(=O)(=O)C1 (centres undefined)	1	x	-1	-1	-14	x	x	-0.2
CSCCC(NC(=O)c1cccc(C)c1)C(=O)OCN1C(=O)c2ccccc2C1=O (centres undefined)	3	x	-4	3	-5	1	x	x
Clc1ccccc1CNc1ncnc2nc[nH]c12	0	-6	1	3	-4	3	-1	0.7
CCc1ccc(-n2c(C)cc(/C=N/NC(=O)OC)c2C)cc1	-1	-3	11	-10	-6	-6	4	x
O=C(NCCc1ccc(Cl)cc1)C1CCCN(S(=O)(=O)N2CCCCCC2)C1 (centres undefined)	-2	-7	-7	-1	-9	6	0	x
Fc1ccc(-c2n[nH]c(=S)c3ccccc23)cc1	0	0	-8	6	-2	-2	3	0.2
COc1cc(NC(=O)CN2C(=O)NC(CC(C)C)C2=O)cc(OC)c1OC (centres undefined)	5	-6	-36	-3	1	-6	0	-0.4
CCOC(=O)c1cc(NC(=O)c2c(C)noc2C)cc(C(=O)OCC)c1	x	7	-28	x	x	-2	8	x
N#Cc1nc(-c2ccccc2Cl)oc1N1CCCCC1	x	6	7	x	x	39	-3	x
O=C1CCN(CCc2ccccc2)CCN1CCO	0	3	-3	2	0	-7	-3	x
COc1ccc(N(Cc2cc3cc(C)ccc3[nH]c2=O)C(C)=O)cc1	3	3	-2	-7	-17	-1	0	x
CCCCN(CCCNC(=S)NCCCc1cnc[nH]1)c1ccc(Br)cn1	-13	1	x	5	55*	-10	3	0.2
O=C1NC[C@@H](CCCCN2C[C@H](Cc3ccccc3)N(CCc3ccc(O)cc3)C(=O)C2=O)N(Cc2ccccc2)C1=O	4	x	x	1	-3	x	x	-0.1
O=C(Cc1ccccc1Cl)N1CCN(c2ccccn2)CC1	-1	-5	2	-9	-8	0	-3	-0.1
CN(C)/C=C(\c1cnc(Cl)s1)S(=O)(=O)c1ccccc1	9	x	0	-1	-40	x	x	x
O=C(C[C@H]1CC[C@H]2[C@@H](COC[C@@H](O)CN2C(=O)Nc2ccc3c(c2)OCO3)O1)N1CCN(c2ccccc2)CC1	x	-16	7	x	x	28	3	0.0
Cc1cccc(NC(=O)C(C)Sc2nc3ccccc3c(=O)n2CCCN2CCOCC2)c1 (centres undefined)	2	1	x	-2	-12	-6	1	-1.4
O=C(CCN1C(=O)/C(=C/c2ccccc2Cl)SC1=S)NC1C=CS(=O)(=O)C1 (centres undefined)	0	0	-24	-3	-14	6	3	x
CCOc1ccc(C(=O)CCC(=O)Nc2ccc(C)cn2)cc1	-4	7	13	4	-135	9	-3	1.7
CCCCCCCn1c(=O)c(C(=O)OC)c(N)c2ccccc21	2	-6	6	3	5	x	3	0.2
O=C(CSc1ncccn1)NN=C1CCCCCCC1	x	6	-3	x	x	-7	-4	x
COc1cccc(-c2noc(-c3ccc4c(c3)OCO4)n2)c1	-3	x	-7	-2	-4	x	x	3.2
COC(=O)C1=C(C)N(Cc2ccco2)C(=O)C1	x	3	-10	x	x	-4	0	x
S=C(NCc1ccco1)N1CCN(c2nc(-c3ccc(Cl)cc3)cs2)CC1	2	x	-2	3	-34	5	x	-0.1
CCSC1=C(C#N)C(c2ccc(C)s2)CC(=O)N1 (centres undefined)	3	-13	-1	-1	-8	-11	1	x
CCCNC(=O)C[C@@H]1CC[C@@H]2[C@H](COc3ccc(NC(=O)NCCC)cc3C(=O)N2C)O1	3	x	x	0	8	x	x	0.0
COc1ccc(C(=O)Oc2ccc[nH]c2=O)cc1	1	x	x	2	-14	x	x	0.1
CC(C)(C)OC(=O)NCCc1nnc(SCc2cccc(Cl)c2)o1	3	1	-5	1	-20	-7	-1	x
CCC(=O)Nc1ccc2c(c1)C(=O)N(C)C[C@H](OC)[C@H](C)CN(C(=O)c1ccncc1)[C@@H](C)CO2	-1	-1	-6	1	-20	-1	2	-0.2
COc1ccc(C(=O)COC(=O)C(CCSC)NC(=O)COc2ccccc2)cc1 (centres undefined)	-4	7	0	1	-19	x	4	0.5
OCC1CCCCN1C(=S)NCc1ccco1 (centres undefined)	1	x	-5	-4	-6	x	x	x
Cc1c(C(=O)N2CCC2(C)C(=O)O)oc2ccccc12 (centres undefined)	-3	-1	x	7	-8	3	-5	-0.1
CCCCNC(=O)CN1C(=O)C(CC)Oc2ccc(Cl)cc21 (centres undefined)	x	1	-8	x	x	-11	0	x
COC(=O)c1c(NC(=O)c2ccc(Br)s2)sc2c1CCC2	x	-13	-16	x	x	-1	4	x
COc1ccc(Cl)cc1NC(=O)NCCCl	x	3	-7	x	x	-3	2	x
Cc1ccc(SCC(=O)c2cc(C)c(O)c(C)c2)cc1	3	5	-9	1	0	38	5	-0.2
CCOc1ccccc1N(CC(=O)N1CCCCCC1)S(=O)(=O)c1ccc(C)cc1	-13	-5	3	-1	-14	-4	-5	x
O=C(O)c1ccc2c(c1)[C@@H]1C=CC[C@@H]1[C@H](c1ccccn1)N2	x	-22	-5	x	x	4	2	x
Cc1ccc(C(=O)c2cc3ccccc3o2)cc1[N+](=O)[O-]	-2	10	0	5	-5	67*	-6	x
C/C(=N\NC(=O)c1nnn(-c2nonc2N)c1CN(C)c1ccccc1)c1cccc(O)c1	-4	-5	-14	3	-9	-2	3	x
CC(=O)c1ccc(S(=O)(=O)N2CCN(C(=O)C3CCCC3)CC2)cc1	2	-9	-5	1	-2	-1	-4	x
Cc1ccccc1NS(=O)(=O)c1nnc(NC(=O)c2ccccc2F)s1	-1	-3	9	0	-12	-5	5	0.0
O=C(CCN1CCCCC1)N[C@H]1CC[C@@H](CC(=O)N2CCC(Cc3ccccc3)CC2)O[C@@H]1CO	1	-7	-5	0	13	3	-6	0.5
CCn1c(SCC(=O)Nc2ccccc2F)nnc1-c1ccoc1C	0	-3	-5	-3	-9	-7	2	0.0
CC1CCN(c2oc(-c3ccccc3F)nc2C#N)CC1	-1	2	x	2	0	19	4	-0.1

RAD52 anneal inh, what is marked active above
SMILES,Casp6 inh,ARNT TACC3 PPI,ERp5 block,RAD52 anneal inh,esBAF inh,PglD DTNB
CCCCN(CCCNC(=S)NCCCc1cnc[nH]1)c1ccc(Br)cn1,-13,x,5,55*,-10,3

Other structures follow:
SMILES	Casp6 inh	RAD54 branch	ARNT TACC3 PPI	ERp5 block	RAD52 anneal inh	esBAF inh	PglD DTNB	E-selectin induc
COCCNC(=O)CN1CCC(NC(=O)c2ccco2)CC1	1	x	-3	2	-9	x	x	x
COc1ccc(CN(C)C[C@H]2OCc3cnnn3CCCC(=O)N([C@H](C)CO)C[C@H]2C)cc1	-5	-1	-8	0	-2	1	-1	0.0
CN1C(=O)c2cc(NC(=O)Nc3cccc(Cl)c3)ccc2OC[C@H]2O[C@@H](CC(=O)NCCc3ccncc3)CC[C@@H]21	0	-7	14	-7	-43	9	3	0.1
COc1ccc(C(=O)OCC(=O)c2ccc[nH]2)c(OC)c1	43*	7	-7	-1	-15	x	2	1.0
OCC[C@@H]1C[C@@H](O)[C@H](O)[C@]2(Cc3ccccc3O2)O1	-1	-1	-3	-4	-6	-2	1	0.1
COc1cccc(-c2nn(-c3ccccc3)cc2CN(C)C(C)c2ccncn2)c1 (centres undefined)	0	-5	0	7	-9	x	0	x
Cc1noc(C)c1NC(=O)N(C)C[C@@H]1Oc2c(NS(=O)(=O)c3c(C)noc3C)cccc2C(=O)N([C@H](C)CO)C[C@@H]1C	-2	6	-12	-11	-43	2	2	0.0
Cc1cc2nc(-c3ccncc3)cc(C(F)(F)F)n2n1	0	x	3	-6	-34	x	x	x
COCCNC(=O)C(=O)NCC1OCCN1S(=O)(=O)c1ccc(C)cc1 (centres undefined)	-1	-8	-2	0	-9	-5	1	-0.1
Cn1c(NC(=O)CC(C)(C)C)cc(=O)n(C)c1=O	0	-5	-7	4	-10	-5	3	2.1
C[C@H](CO)N1C[C@H](C)[C@@H](CN(C)S(C)(=O)=O)OCCCC[C@H](C)Oc2ccc(NC(=O)c3ccncc3)cc2C1=O	5	2	4	-3	16	0	6	0.0
COc1ccccc1CNS(=O)(=O)c1cc(-c2cc(C)no2)ccc1C(C)C	-5	8	10	0	-1	-1	0	x
CC1CN(S(=O)(=O)c2ccc(NC(=O)c3cc(-c4ccccc4O)n[nH]3)cc2)CC(C)O1 (centres undefined)	x	-1	7	x	x	2	2	x
O=C(Nc1ccccc1)N[C@H]1CC[C@H](CCn2cc(C3(O)CCCC3)nn2)O[C@H]1CO	-4	-1	4	-4	-4	3	-1	-0.3
Cn1c2c(c(=O)n(C)c1=O)[C@@]1(C(=O)Nc3ccccc31)C(C#N)=C(N)O2	5	x	-2	2	0	x	x	1.5
O=C(NCCCN1CCCC1=O)c1cc(-c2ccc(F)cc2)nc2ccccc12	-5	7	7	0	-11	4	4	x
Cc1cccc(C(=O)c2c(N)sc3c2CCCC3)c1	x	-15	-3	x	x	x	4	12
Cc1cccc(NC(=S)NC(NC(=O)OCc2ccccc2)C(Cl)(Cl)Cl)c1 (centres undefined)	x	-7	12	x	x	14	4	x
C=CCOc1ccc2c(c1)C(=NO)c1cc(OCC=C)ccc1-2	0	0	0	5	-11	29	-2	x
COc1ccc(C2(CNC(=O)Cc3ccc(OC)c(OC)c3)CCCC2)cc1	0	x	-7	-3	-10	x	x	x

Full records from above. Order of values: Casp6 inh | RAD54 branch | ARNT TACC3 PPI | ERp5 block | RAD52 anneal inh | esBAF inh | PglD DTNB | E-selectin induc
`C=CCOc1ccc2c(c1)C(=NO)c1cc(OCC=C)ccc1-2` as listed: 0 | 0 | 0 | 5 | -11 | 29 | -2 | x
`O=C(Nc1ccccc1)N[C@H]1CC[C@H](CCn2cc(C3(O)CCCC3)nn2)O[C@H]1CO` as listed: -4 | -1 | 4 | -4 | -4 | 3 | -1 | -0.3
`Cn1c2c(c(=O)n(C)c1=O)[C@@]1(C(=O)Nc3ccccc31)C(C#N)=C(N)O2` as listed: 5 | x | -2 | 2 | 0 | x | x | 1.5

Continuation.
SMILES	Casp6 inh	RAD54 branch	ARNT TACC3 PPI	ERp5 block	RAD52 anneal inh	esBAF inh	PglD DTNB	E-selectin induc
COc1ccc(S(=O)(=O)Nc2ccc3c(c2)C(=O)N([C@H](C)CO)C[C@H](C)[C@H](CN(C)S(=O)(=O)c2ccc(OC)cc2)OCCCC[C@H](C)O3)cc1	x	12	-17	x	x	6	-2	-0.1
O=C(Nc1ccon1)C12CC3CC(C1)CC(n1cnc([N+](=O)[O-])n1)(C3)C2	-2	-2	0	0	1	2	2	-0.2
O=C(Nc1ccccc1F)Nc1ccccc1F	1	-1	x	-1	6	56*	2	x
O=C(CN1C(=O)c2ccccc2S1(=O)=O)NCc1ccccc1Cl	1	-3	-3	-3	-19	5	-1	x

Bioassay records deposited in PubChem BioAssay by Broad Institute.
